Compound activity deposited in PubChem BioAssay by several laboratories.
TAAR1 antagonist: human TAAR1 antagonists, primary screen, Fluo-8 calcium fluorescence, CHO RD-HGA16 cells. Trace amine-associated receptor 1 (Homo sapiens), Q96RJ0. antagonist. inhibition, % at 3 µM. 360,000 compounds, 1.5% hits. AID 624466, 2012;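 active means inhibition above a per-plate cutoff, the mean inhibition of test compounds on that plate plus 3 SD, cut at about 49% in these data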;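 further: 0% = DMSO plus EC80 beta-PEA response and 100% = DMSO alone without agonist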
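Test system – hTAAR1-expressing CHO RD-HGA16 cells, Gα16-coupled · Reagent – β-PEA at EC80 concentration, post-compound challenge · Compound dosing – 3 µM, single point · Timing – 140 s kinetic read after compound, 140 s after agonist · Detection – Fluo-8 intracellular calcium dye fluorescence, real-time kinetic reads · Control set – DMSO and EC80 PEA controls · Repeats – n of 1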
M5 antag: human M5 muscarinic receptor antagonists, primary screen, CHO cells, Fluo-8 calcium fluorescence; Muscarinic acetylcholine receptor M5 (Homo sapiens), P08912; CHO-hM5 cells, ACh EC80; inhibition, % at 3 µM; 360,000 compounds, 0.59% hits; AID 624040, 2012;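 active means inhibition above a per-plate cutoff, the mean of that plate's test compounds plus 3 SD, cut at about 27% in these data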;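 further: 0% = acetylcholine EC80 with DMSO and 100% = DMSO without agonist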
Target sequence (P08912 whole entry, looked up): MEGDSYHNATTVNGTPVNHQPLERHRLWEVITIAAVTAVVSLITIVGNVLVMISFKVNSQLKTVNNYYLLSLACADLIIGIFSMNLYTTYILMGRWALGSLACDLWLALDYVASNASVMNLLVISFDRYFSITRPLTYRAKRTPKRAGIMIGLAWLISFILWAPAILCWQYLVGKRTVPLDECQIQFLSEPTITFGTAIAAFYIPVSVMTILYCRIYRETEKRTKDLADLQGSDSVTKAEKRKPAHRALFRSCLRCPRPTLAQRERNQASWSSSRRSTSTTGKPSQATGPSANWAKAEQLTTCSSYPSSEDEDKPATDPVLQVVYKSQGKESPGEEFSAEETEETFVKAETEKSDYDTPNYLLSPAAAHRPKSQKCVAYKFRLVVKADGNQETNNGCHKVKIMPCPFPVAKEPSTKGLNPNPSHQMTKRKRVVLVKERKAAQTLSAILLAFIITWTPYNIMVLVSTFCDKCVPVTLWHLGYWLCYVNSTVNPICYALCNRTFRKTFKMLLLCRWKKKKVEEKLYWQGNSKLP
CRFBP-R2 block: antagonists of CRF-BP/CRF-R2 complex, primary screen, cell-based, HEK293, calcium dye fluorescence, uHTS; AID 588475, 2011; inhibition, % at 11.8 µM; 350,000 compounds, 0.59% hits; CRF-induced calcium fluorescence;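 active means inhibition of the ligand-induced calcium signal above about 50% at the single tested concentration, limit read from the data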
TAAR1 ag: human TAAR1 agonists, primary screen, Fluo-8 calcium fluorescence, CHO RD-HGA16 cells. 360,000 compounds, 0.99% hits. Trace amine-associated receptor 1 (Homo sapiens), Q96RJ0. AID 624467, 2012. activation, % at 3 µM. vehicle wells 0%, saturating PEA agonist 100%;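 active means activation above the mean activation of all test compounds in the run plus 3 SD, cut at about 38% in these data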
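System: CHO-derived RD-HGA16 cells with stable Gα16 and human TAAR1. Times: 17-24 h plating, Fluo-8 75 min 37 °C, 30 min RT. Measured by: calcium-sensitive Fluo-8 signal, excitation 470-495, emission 515-575 nm. Read-out basis: % activation relative to PEA EC100 response. Control set: DMSO and PEA EC100. Repeats: no replicates (n 1).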
CHRM5 agonist: human M5 muscarinic receptor agonists, primary screen, CHO-K1 cells, Fluo-8 calcium fluorescence; CHO-K1 hM5 cells; 0% DMSO wells, 100% maximal acetylcholine response; activation, % at 3 µM; 360,000 compounds, 0.19% hits;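 active means activation above the run's mean over test compounds plus 3 SD, cut at about 23% in these data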;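 further: signal is peak over basal fluorescence ratio across the kinetic read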
CHO-K1 Ca PAM: nonselective calcium activators in parental CHO-K1 cells, primary screen, counter-screen for M1 PAM project, cell-based, Fluo-8 calcium fluorescence, full deck, 1536-well. ATP EC20; 0% at ATP EC20, 100% at ATP max. activation, % at 3 µM. 360,000 compounds, 0.02% hits;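 active means activation above the run cutoff, the mean activation of all test compounds plus 3 SD, cut at about 40% in these data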;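 further: peak over basal fluorescence ratio in a 140 s read after ATP addition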
CHRM5 PAM: human M5 muscarinic receptor positive allosteric modulators, primary screen, CHO-K1 cells, Fluo-8 calcium fluorescence | Muscarinic acetylcholine receptor M5 (Homo sapiens), P08912 | CHO-K1 hM5, ACh EC20 PAM; 0% = ACh EC20, 100% = ACh EC100 | activation, % at 3 µM | 360,000 compounds, 0.3% hits | AID 624038, 2012;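 active means activation above the run cutoff, the mean activation of all test compounds plus 3 SD, cut at about 18% in these data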
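system = human M5 receptor in CHO-K1 cells | reagent = EC20 acetylcholine as agonist stimulus | compound dosing = single-point, 3 µM nominal | incubation = Fluo-8 loading 80 min at 37 °C plus 30 min room temperature | detection = Fluo-8 calcium dye fluorescence, kinetic read | benchmarks = low control EC20 acetylcholine (0%), high control EC100 acetylcholine (100%)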
CRFR2-BP ag: agonists of CRF-BP/CRF-R2 complex, primary screen, cell-based, HEK293, calcium dye fluorescence, uHTS; 350,000 compounds, 0.46% hits; activation, % at 13.2 µM; calcium dye fluorescence (FLIPR); percent of saturating CRF peptide response; CRF-binding protein / CRF receptor 2 complex (human);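 active means activation of at least 50%, plus an integration ratio under a set limit after plate pattern correction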;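 further: plate controls were neutral control wells without compound for no effect and CRF at EC100 for full effect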
M4 PAM: human M4 muscarinic receptor positive allosteric modulators, primary screen, CHO-K1 cells, Fluo-8 calcium fluorescence. Muscarinic acetylcholine receptor M4 (Homo sapiens), P08173. CHO-K1 hM4/Gqi5, ACh EC20; 0% = ACh EC20, 100% = maximal ACh. activation, % at 3 µM. 360,000 compounds, 0.4% hits. AID 624126, 2012;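 active means activation above its plate's cutoff, the mean activation of sample wells plus 3 SD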; further: some results filed as inactive read as strong as hits
The depositor's hits bear a star; . = not tested or not shown.

SMILES	TAAR1 antagonist	M5 antag	CRFBP-R2 block	TAAR1 ag	CHRM5 agonist	CHO-K1 Ca PAM	CHRM5 PAM	CRFR2-BP ag	M4 PAM
Cc1ccc(NC(=S)Nc2ccc(Br)cc2)cc1	7	12	9	17	4	-5	-5	-0.3	-4
Cc1noc(C)c1COC(=O)c1ccc(S(=O)(=O)NCc2ccco2)cc1	-3	3	6	9	-6	11	-2	-0.9	-20
Cn1nccc1C(=O)Nc1ccn(C23CC4CC(CC(C4)C2)C3)n1	-5	0	-21	1	5	9	-10	5.7	-4
COc1ccc(NC(=O)CN(C)C(=O)c2cccc(S(=O)(=O)N3CCN(c4ccccc4)CC3)c2)cc1	16	6	3	6	-1	-3	-17	0.0	6
COC(=O)CCN(C1CCCCC1)S(=O)(=O)c1ccc(S(=O)(=O)NC2CCCCC2)cc1	1	6	-50	18	2	29	-3	6.5	-11
CCCc1nc2ccccc2c(=O)n1CC(=O)c1ccc(OC)cc1	-4	4	-24	11	-3	-1	0	-0.5	-3
COc1cccc(CN(C)C(=O)c2ccc3c(=O)n4c(nc3c2)CCC4)c1OC	-4	4	-1	0	0	9	-2	0.3	-4
CCc1ccccc1-n1nnnc1SCC(=O)Nc1ccc(N2CCN(C)CC2)cc1	10	1	-14	30	-8	12	1	-2.0	0
CCCCNC(=O)C[C@@H]1C[C@@]2(C(=O)OC)CC(C)(C)CC=C2N(CCc2ccc(OC)c(OC)c2)C1=O	-1	2	.	2	0	.	-5	.	1
CCN(CC)C(=O)c1cc([N+](=O)[O-])cc2c1-c1ccc([N+](=O)[O-])cc1C2=C(C#N)C#N	-9	-1	-8	2	0	17	8	0.7	-4
O=[N+]([O-])c1ccc(N2CCc3ccccc3C2)nc1	1	5	21	2	8	14	8	-0.5	-4
CCc1ccc(OCc2n[nH]c(=S)n2Cc2ccccc2)cc1	23	7	-53	2	-6	-11	-8	-1.9	-10
Cc1ccc(C)c(SCC(=O)NC(=O)NCc2ccccc2)c1	-37	-1	-18	-2	-5	19	-10	-0.5	4
Cc1ccc(NC(=O)CCC(=O)N2CCC(c3ccccc3)=N2)cc1S(=O)(=O)N1CCCCC1	-18	-2	13	0	0	-13	0	0.2	2
O=C(Nc1ccc(Br)cc1)c1cccc(N2C(=O)CCC2=O)c1	-8	-3	-5	1	1	10	3	-1.5	-1

A draw from above in order of SMILES length, descending:
SMILES	TAAR1 antagonist	M5 antag	CRFBP-R2 block	TAAR1 ag	CHRM5 agonist	CHO-K1 Ca PAM	CHRM5 PAM	CRFR2-BP ag	M4 PAM
CCN(CC)C(=O)c1cc([N+](=O)[O-])cc2c1-c1ccc([N+](=O)[O-])cc1C2=C(C#N)C#N	-9	-1	-8	2	0	17	8	0.7	-4
COc1ccc(NC(=O)CN(C)C(=O)c2cccc(S(=O)(=O)N3CCN(c4ccccc4)CC3)c2)cc1	16	6	3	6	-1	-3	-17	0.0	6
Cc1ccc(NC(=O)CCC(=O)N2CCC(c3ccccc3)=N2)cc1S(=O)(=O)N1CCCCC1	-18	-2	13	0	0	-13	0	0.2	2

Continuation.
SMILES	TAAR1 antagonist	M5 antag	CRFBP-R2 block	TAAR1 ag	CHRM5 agonist	CHO-K1 Ca PAM	CHRM5 PAM	CRFR2-BP ag	M4 PAM
CCSc1nnc(Cn2c(=O)sc3ccccc32)n1-c1ccc(OC)cc1	8	7	4	0	-1	3	-6	-0.7	-3
O=C(O)C1C2C=CC(O2)C1C(=O)Nc1cccc(C(F)(F)F)c1 (stereo not drawn)	-9	12	-1	0	-5	-1	4	-1.4	-6
Cc1ccc(S(=O)(=O)N2CCC(N3CCCCCC3)CC2)cc1	6	7	12	-3	-7	22	-8	0.4	-10
COc1ccc(C(C)(C)NC(=O)C2CCC(=O)N(C3CC3)C2)cc1OC (stereo not drawn)	-7	5	3	1	-3	13	0	1.8	4
Cc1cc(C(=O)COC(=O)c2nccnc2N)c(C)n1C	105*	-4	-9	-3	0	-14	2	0.0	5
Clc1ccc(-c2cc(-c3nnc4n3CCCCC4)c3ccccc3n2)cc1	-4	-2	-2	0	-3	13	6	0.1	-1
Cc1cccc(C(=O)O/N=C2\CCCc3ccccc32)c1	11	3	6	6	-3	7	-8	-0.9	2
CC(C)Sc1nc2c(c(=O)[nH]c(=O)n2C)n1C	5	-18	1	7	-1	13	2	-1.8	3
O=C(CCc1ccccc1)Nc1cc(Cl)ccc1O	19	6	29	11	0	8	-12	-4.2	-6
C[N+](C)=C1SCC(C)(/C=N/O)S1 (stereo not drawn)	0	-5	-2	9	10	11	8	0.2	-8
CCN(CC)CCCCN1c2ccccc2Sc2ccccc21	5	88*	-29	17	-4	-7	-22	3.3	-17
CCOc1cccc(/C=C/c2ccc3ccccc3n2)c1OC(C)=O	32	-1	4	9	-3	15	-5	-1.3	-10

An excerpt from above in order of SMILES length, smallest number first.
SMILES	TAAR1 antagonist	M5 antag	CRFBP-R2 block	TAAR1 ag	CHRM5 agonist	CHO-K1 Ca PAM	CHRM5 PAM	CRFR2-BP ag	M4 PAM
C[N+](C)=C1SCC(C)(/C=N/O)S1 (stereo not drawn)	0	-5	-2	9	10	11	8	0.2	-8
O=C(CCc1ccccc1)Nc1cc(Cl)ccc1O	19	6	29	11	0	8	-12	-4.2	-6
CCN(CC)CCCCN1c2ccccc2Sc2ccccc21	5	88*	-29	17	-4	-7	-22	3.3	-17
CC(C)Sc1nc2c(c(=O)[nH]c(=O)n2C)n1C	5	-18	1	7	-1	13	2	-1.8	3
Cc1cc(C(=O)COC(=O)c2nccnc2N)c(C)n1C	105*	-4	-9	-3	0	-14	2	0.0	5
Cc1ccc(C)c(SCC(=O)NC(=O)NCc2ccccc2)c1	-37	-1	-18	-2	-5	19	-10	-0.5	4
Cc1ccc(S(=O)(=O)N2CCC(N3CCCCCC3)CC2)cc1	6	7	12	-3	-7	22	-8	0.4	-10
O=C(Nc1ccc(Br)cc1)c1cccc(N2C(=O)CCC2=O)c1	-8	-3	-5	1	1	10	3	-1.5	-1
CCSc1nnc(Cn2c(=O)sc3ccccc32)n1-c1ccc(OC)cc1	8	7	4	0	-1	3	-6	-0.7	-3
O=C(O)C1C2C=CC(O2)C1C(=O)Nc1cccc(C(F)(F)F)c1 (stereo not drawn)	-9	12	-1	0	-5	-1	4	-1.4	-6
COc1ccc(C(C)(C)NC(=O)C2CCC(=O)N(C3CC3)C2)cc1OC (stereo not drawn)	-7	5	3	1	-3	13	0	1.8	4
Cc1ccc(NC(=O)CCC(=O)N2CCC(c3ccccc3)=N2)cc1S(=O)(=O)N1CCCCC1	-18	-2	13	0	0	-13	0	0.2	2

The order is random, and some 4.2% of all compounds hit somewhere here.
